# SENP6 block: SENP6 protease inhibitors, primary screen, biochemical, luminescence, uHTS | Sentrin-specific protease 6 (Homo sapiens), Q9GZR1 | Recombinant SENP6 catalytic domain, aminoluciferin luminescence | inhibition, % at 10 µM | actives 1.8% (n = 330,000) | AID 2599, 2010;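 active means inhibition above about 50% at the single tested dose, limit read from the data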;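 further: plate controls were DMSO wells with enzyme for no effect and DMSO wells lacking enzyme for full effect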
# Target sequence (Q9GZR1 628-1112 limits assumed): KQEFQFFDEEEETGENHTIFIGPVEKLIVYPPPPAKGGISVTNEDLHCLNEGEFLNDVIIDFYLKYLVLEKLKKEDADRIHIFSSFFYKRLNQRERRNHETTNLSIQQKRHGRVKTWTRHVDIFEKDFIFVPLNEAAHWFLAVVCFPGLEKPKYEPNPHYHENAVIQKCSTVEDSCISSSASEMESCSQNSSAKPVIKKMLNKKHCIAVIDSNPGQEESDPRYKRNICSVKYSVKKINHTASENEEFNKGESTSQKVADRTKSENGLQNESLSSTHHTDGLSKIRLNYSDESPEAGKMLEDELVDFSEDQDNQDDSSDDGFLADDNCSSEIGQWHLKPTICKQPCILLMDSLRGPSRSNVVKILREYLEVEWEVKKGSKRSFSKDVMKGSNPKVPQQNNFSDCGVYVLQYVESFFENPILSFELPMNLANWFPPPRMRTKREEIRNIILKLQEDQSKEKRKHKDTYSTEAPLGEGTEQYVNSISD
# PfG6PD inh: PfG6PD enzyme inhibitors, primary screen, biochemical, fluorescence intensity, uHTS. glucose-6-phosphate dehydrogenase-6-phosphogluconolactonase (Plasmodium falciparum 3D7). PfGluPho enzyme, NADPH resazurin-diaphorase fluorescence. inhibition, % at 20 µM. actives 0.78% (n = 350,000). AID 504690, 2011;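 active means inhibition reaching at least a set limit at 20 µM in the primary screen, cut at about 59% in these data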;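 further: 0% = DMSO wells with substrate and 100% = DMSO wells lacking glucose-6-phosphate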
# SENP7 inh: SENP7 protease inhibitors, primary screen, biochemical, luminescence, uHTS. recombinant SENP7, Z-RLRGG-aminoluciferin luminescence, 40 min. Sentrin-specific protease 7 (Homo sapiens), Q9BQF6. inhibition, % at 5 µM. actives 1.5% (n = 330,000);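 active means inhibition above about 50% at the single test dose, limit read from the data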;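 further: plate controls were DMSO with enzyme for no effect and no enzyme buffer wells for full effect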
# Target sequence (Q9BQF6 706-1050 limits assumed): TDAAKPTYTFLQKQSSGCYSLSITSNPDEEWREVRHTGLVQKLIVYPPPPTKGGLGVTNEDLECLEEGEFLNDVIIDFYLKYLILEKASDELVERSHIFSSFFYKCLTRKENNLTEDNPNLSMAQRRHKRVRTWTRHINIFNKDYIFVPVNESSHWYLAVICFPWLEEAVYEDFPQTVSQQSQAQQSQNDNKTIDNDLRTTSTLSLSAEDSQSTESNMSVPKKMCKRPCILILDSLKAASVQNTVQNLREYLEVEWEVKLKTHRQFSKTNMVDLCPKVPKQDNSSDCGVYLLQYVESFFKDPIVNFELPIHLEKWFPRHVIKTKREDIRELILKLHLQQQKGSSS
# HKDC1 inh: HKDC1 hexokinase inhibitors, primary screen, biochemical, fluorescence, uHTS | actives 0.16% (n = 340,000) | inhibition, % at 20 µM | recombinant HKDC1, G6PDH/diaphorase resazurin coupled fluorescence | Q2TB90;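 active means inhibition above about 35% when tested at 20 µM, limit read from the data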;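 further: plate controls were DMSO wells with enzyme for no effect and DMSO wells lacking enzyme for full effect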
#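 Material – in-house recombinant HK5 (HKDC1) enzyme · Quantity – HKDC1 at 5 µg/mL · Buffer or medium – pH 8.0 Tris buffer with 10 mM MgCl2 · Reagent – glucose with 1 mM ATP · Dosing – single 20 µM dose · Times – reaction time 90 min, room temperature, protected from light · Technique – resorufin fluorescence at 613 nm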
# GRIN3A LBD mod: binders of NR3A ligand-binding domain, primary screen, biophysical, differential scanning fluorimetry, uHTS; Glutamate receptor ionotropic, NMDA 3A (GRIN3A) ligand-binding domain; Tm shift relative to glycine control, % at 25 µM; AID 1259313, 2017; NR3A LBD differential scanning fluorimetry, Tm shift; 0% = protein alone, 100% = glycine-bound protein; actives 2.5% (n = 340,000);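 active means melting temperature shift of at least 10% of the positive control shift, at one fixed dose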
# SENP8 block: human SENP8 protease inhibitors, primary screen, biochemical, fluorescence, Nedd8 protein substrate, uHTS; Sentrin-specific protease 8 (Homo sapiens), Q96LD8; recombinant SENP8; inhibition, % at 20 µM; actives 0.64% (n = 360,000); AID 602440, 2012; in the data active means inhibition mostly above about 40%, no sharp cut-off; inactive means mostly below about 27%
# MPTP inh: mitochondrial permeability transition pore inhibitors, primary screen, biochemical, isolated mouse mitochondria, absorbance. Ca2+ swelling absorbance, 30 min. inhibition, % at 10 µM. actives 1.4% (n = 360,000). AID 602449, 2012;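 active means inhibition of 50% or more, scaled per plate between neutral and stimulator controls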;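 further: 0% = DMSO wells given calcium and 100% = 1 mM EGTA wells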
# ATG4B inhibitor: ATG4B protease inhibitors, primary screen, biochemical, fluorescence, uHTS. ATG4B cleavage of LC3-PLA2, NBD-HPC fluorescence, 1 h. inhibition, % at 8.33 µM. actives 0.51% (n = 340,000). AID 504462, 2011; in the data active means inhibition above about 40%
# * = called active by the depositor; . = not tested or not shown.
1	Fc1ccccc1CN1CCC(Cc2ccccc2)CC1
2	CC(C)=CC(=O)N1CCCC(N2CCN(c3ccc(F)cc3)CC2)C1 (configuration not stated)
3	CCOc1cc(/C=N/NC(=O)c2ccc(N(C)S(=O)(=O)c3ccccc3)cc2)ccc1OC
4	O=C(CCC1CCCCC1)NCCS(=O)(=O)N1CCN(c2ccc(F)cc2)CC1
5	COCCCNC(=O)CSc1nc2cc(S(=O)(=O)N3CCCCC3)ccc2o1

Compound	1	2	3	4	5
SENP6 block	-3.3	-16.4	-6.1	4.1	-20.5
PfG6PD inh	-9.2	-6.7	39.9	-6.4	-7.5
SENP7 inh	-16.2	5.6	5.6	6.3	-6.3
HKDC1 inh	-3.9	-1.6	-1.7	2.3	-6.0
GRIN3A LBD mod	0.4	2.5	-4.8	14.1*	-1.8
SENP8 block	7.1	9.7	-269.2	8.4	11.8
MPTP inh	0.5	1.5	0.9	0.0	0.3
ATG4B inhibitor	-1.5	2.4	-4.1	-3.1	-1.7

6	O=C(Cc1cccs1)N/N=C/C=C/c1ccco1
7	COc1ccc(C(=O)C(CN2CCCC2)c2ccccc2)cc1 (configuration not stated)
8	CCCCOC(=O)c1ccc(NC(=O)C(=O)NCc2cccnc2)cc1
9	CCCCOc1ccc(NC(=O)C2OC3OC(C)(C)OC3C3OC(C)(C)OC23)cc1 (configuration not stated)
10	O=C(O)c1ccc(-c2nc(-c3ccccc3)c(-c3ccccc3)[nH]2)cc1

Compound	6	7	8	9	10
SENP6 block	-1.7	-3.3	-12.1	-1.7	-20.5
PfG6PD inh	31.9	11.6	0.7	10.9	-47.3
SENP7 inh	0.8	4.5	-12.6	-6.9	-2.9
HKDC1 inh	-3.0	-2.9	-6.2	-13.4	10.7
GRIN3A LBD mod	-2.6	3.6	-0.2	0.7	-13.4
SENP8 block	4.1	23.2	2.8	20.8	-398.7
MPTP inh	0.7	0.2	0.0	0.2	36.1
ATG4B inhibitor	3.4	-4.4	0.9	-3.2	7.9

11	CCCNS(=O)(=O)c1ccc(CCC(=O)Nc2cc(Cl)ccc2Oc2ccccc2)cc1
12	CC(C)NC(=O)CSc1nnc(-c2ccco2)n1N
13	COc1ccc(Cc2nnc(NCCO)[nH]c2=O)cc1
14	CCCCCC(=O)Nc1ccc2ccccc2c1
15	Nc1nc(NCCCN2CCOCC2)nc(Nc2cccc(Cl)c2)c1[N+](=O)[O-]

Compound	11	12	13	14	15
SENP6 block	.	-16.2	19.6	-2.6	0.8
PfG6PD inh	3.1	-0.1	-8.4	9.2	-3.5
SENP7 inh	.	0.0	-0.1	0.2	2.4
HKDC1 inh	-1.5	-1.0	-5.5	0.2	-1.8
GRIN3A LBD mod	-0.7	0.4	1.3	-21.2	-11.7
SENP8 block	19.4	20.5	-7.8	16.4	22.0
MPTP inh	3.2	-1.4	-1.2	5.2	2.1
ATG4B inhibitor	-2.7	-3.2	1.7	11.6	-4.9

16	Cn1ccc(C(=O)N2CCCc3ccccc32)n1
17	CC(C)CNC(=O)c1ccccc1NC(=O)CN(c1ccccc1)S(=O)(=O)N(C)C
18	CC(C)(O)C#Cc1ccc(C(=O)NCc2ccccc2F)cc1
19	OC1=C(O)c2nc3cc(C(F)(F)F)ccc3nc21
20	C/C(CC(=O)Nc1ccc2c(c1)OCO2)=N\NC(=O)c1ccc(N)cc1

Compound	16	17	18	19	20
SENP6 block	-0.8	9.3	-6.8	7.0	-4.3
PfG6PD inh	-19.2	6.2	11.0	21.7	7.9
SENP7 inh	0.2	-3.4	0.1	-5.5	0.7
HKDC1 inh	1.0	0.4	-11.6	-12.1	-1.2
GRIN3A LBD mod	1.2	0.1	1.4	-2.5	0.0
SENP8 block	9.0	-16.2	-7.7	-1.0	3.9
MPTP inh	-0.4	2.1	-0.2	4.6	1.1
ATG4B inhibitor	-0.2	-4.7	-1.3	-4.8	0.2

21	Cc1cc(=O)oc2cc(OCc3ccc(C(=O)N4CCN(c5ccc([N+](=O)[O-])cc5)CC4)cc3)ccc12
22	O=C(NCCCN1CCCC1=O)c1cccc(Oc2ccccc2)c1
23	O=C(CC1Nc2ccccc2NC1=O)NCCc1ccccc1 (configuration not stated)
24	O=C(CCC(=O)N1CCN(C(=O)c2ccco2)CC1)c1ccc(F)cc1
25	Brc1ccc(-c2noc3c2-c2nc(C4CCCCC4)sc2CC3)cc1

Compound	21	22	23	24	25
SENP6 block	.	-14.2	0.7	2.8	-12.3
PfG6PD inh	18.3	1.5	6.2	2.3	-12.4
SENP7 inh	.	-4.9	5.3	6.0	-16.4
HKDC1 inh	-2.4	15.3	-6.3	-13.4	-1.2
GRIN3A LBD mod	1.6	1.8	-0.3	-5.5	-4.1
SENP8 block	-51.7	12.6	-272.8	6.0	25.4
MPTP inh	6.8	0.5	-0.3	-1.8	3.0
ATG4B inhibitor	-0.9	-9.1	1.5	-3.7	2.2

# Nine entries from above, ordered by count of non-hydrogen atoms, largest number first:
21	Cc1cc(=O)oc2cc(OCc3ccc(C(=O)N4CCN(c5ccc([N+](=O)[O-])cc5)CC4)cc3)ccc12
17	CC(C)CNC(=O)c1ccccc1NC(=O)CN(c1ccccc1)S(=O)(=O)N(C)C
15	Nc1nc(NCCCN2CCOCC2)nc(Nc2cccc(Cl)c2)c1[N+](=O)[O-]
24	O=C(CCC(=O)N1CCN(C(=O)c2ccco2)CC1)c1ccc(F)cc1
25	Brc1ccc(-c2noc3c2-c2nc(C4CCCCC4)sc2CC3)cc1
23	O=C(CC1Nc2ccccc2NC1=O)NCCc1ccccc1 (configuration not stated)
13	COc1ccc(Cc2nnc(NCCO)[nH]c2=O)cc1

Compound	21	17	15	24	25	23	13
SENP6 block	.	9.3	0.8	2.8	-12.3	0.7	19.6
PfG6PD inh	18.3	6.2	-3.5	2.3	-12.4	6.2	-8.4
SENP7 inh	.	-3.4	2.4	6.0	-16.4	5.3	-0.1
HKDC1 inh	-2.4	0.4	-1.8	-13.4	-1.2	-6.3	-5.5
GRIN3A LBD mod	1.6	0.1	-11.7	-5.5	-4.1	-0.3	1.3
SENP8 block	-51.7	-16.2	22.0	6.0	25.4	-272.8	-7.8
MPTP inh	6.8	2.1	2.1	-1.8	3.0	-0.3	-1.2
ATG4B inhibitor	-0.9	-4.7	-4.9	-3.7	2.2	1.5	1.7

12	CC(C)NC(=O)CSc1nnc(-c2ccco2)n1N
19	OC1=C(O)c2nc3cc(C(F)(F)F)ccc3nc21

Compound	12	19
SENP6 block	-16.2	7.0
PfG6PD inh	-0.1	21.7
SENP7 inh	0.0	-5.5
HKDC1 inh	-1.0	-12.1
GRIN3A LBD mod	0.4	-2.5
SENP8 block	20.5	-1.0
MPTP inh	-1.4	4.6
ATG4B inhibitor	-3.2	-4.8

# New compounds follow
26	C[C@H]1COC(=O)CCC/C=C\C[C@H](CC(=O)N(CCO)Cc2ccccc2)C(=O)N1
27	COc1ccc(OC)c(S(=O)(=O)NCCCN2CCOCC2)c1
28	CN(Cc1ccc(Cl)cc1)C(=O)COC(=O)c1ccc(-c2ccc(O)cc2)cc1
29	COC(c1ccc(Cl)cc1)(c1ccc(Cl)cc1)C(Oc1nc(C)cc(C)n1)C(=O)O (configuration not stated)
30	Cc1ccccc1Cn1nc(C)c(NC(=O)c2nc3n(n2)C(C(F)F)CC(C)N3)c1C (configuration not stated)
31	C=CCn1c(SC/C=C/c2ccccc2)nnc1-c1sc(N)nc1C
32	O=[N+]([O-])c1ccc(-n2nncc2-c2ccc(Cl)cc2)cc1

Compound	26	27	28	29	30	31	32
SENP6 block	2.8	-0.1	10.8	-12.5	-6.2	-2.4	5.6
PfG6PD inh	12.2	-10.4	2.2	-9.1	-13.8	10.8	0.1
SENP7 inh	-17.0	-0.8	-3.2	-7.4	-2.2	-2.3	1.9
HKDC1 inh	-10.2	-1.5	-3.4	0.8	-9.3	4.1	-3.3
GRIN3A LBD mod	-0.5	-2.5	1.7	-1.8	1.1	0.3	5.5
SENP8 block	12.8	7.7	-393.1	11.7	7.2	6.3	9.0
MPTP inh	-1.9	-2.0	-1.8	1.6	-0.3	2.0	-1.6
ATG4B inhibitor	1.0	-4.3	-7.5	-3.0	-12.7	10.7	-10.7

# This is a random part of the collection; any-hit rate near 6.9%.
